PLK1 kinase inh: human PLK1 kinase inhibitors, primary screen, biochemical, TR-FRET | Serine/threonine-protein kinase PLK1 (Homo sapiens), P53350 | recombinant PLK1 kinase, TR-FRET peptide phosphorylation | inhibition, % at 10 µM | hit rate 0.53% among 97,000 | AID 619, 2007;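 active = inhibition of 50% or more in the single-concentration screen; inactive = inhibition below 50%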;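 also: 0% = DMSO max control and 100% = H-89 dihydrochloride min control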
LYP inh 2: PTPN22 phosphatase inhibitors, primary screen, biochemical, DiFMUP fluorescence, 2 µM; Tyrosine-protein phosphatase non-receptor type 22 (Homo sapiens), Q9Y2R2; recombinant LYP catalytic domain; inhibition, % at 2 µM; hit rate 0.21% among 96,000; AID 640, 2007;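 active = inhibition at 2 µM at or above a set limit, the screen mean plus 3 SD, cut at about 24% in these data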;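 also: 0% = DMSO with enzyme and 100% = enzyme fully blocked by orthovanadate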
Plk1 PBD FP: Plk1 polo box domain binding inhibitors, primary screen, biochemical, fluorescence polarization | AID 693, 2007 | Plk1 PBD phosphopeptide binding | inhibition, %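 (tested at about 20 µM)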 | hit rate 0.13% among 97,000; in the data active = inhibition above about 34%, passing the limit was not always enough
CYP2C9 inh: blockers of cytochrome P450 2C9 activity – biochemical, luminescence, ADME assay, primary screen; P11712; CYP2C9 Supersomes, luciferin-H conversion; inhibition, % at 5 µM; hit rate 20% among 96,000; AID 777, 2007;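 active = blocking of liver enzyme CYP2C9 beyond about 50% at 5 µM, limit read from the data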; also: values of inactives mirror those of a sister screen read the other way
EphB4 antag: EphB4-ephrin-B2 interaction antagonists, primary screen, biochemical, TNYL-RAW peptide probe, fluorescence polarization; AID 720, 2007; EphB4 LBD / TNYL-RAW-Alexa532 peptide; hit rate 0.15% among 97,000; inhibition, % at 7 µM;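 active = inhibition above the screen-wide mean inhibition plus 3 SD, cut at about 15% in these data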;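 also: 0% = DMSO wells and 100% = excess unlabeled TNYL-RAW peptide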
Target sequence (P54760 whole entry, looked up, the tested form may be a part): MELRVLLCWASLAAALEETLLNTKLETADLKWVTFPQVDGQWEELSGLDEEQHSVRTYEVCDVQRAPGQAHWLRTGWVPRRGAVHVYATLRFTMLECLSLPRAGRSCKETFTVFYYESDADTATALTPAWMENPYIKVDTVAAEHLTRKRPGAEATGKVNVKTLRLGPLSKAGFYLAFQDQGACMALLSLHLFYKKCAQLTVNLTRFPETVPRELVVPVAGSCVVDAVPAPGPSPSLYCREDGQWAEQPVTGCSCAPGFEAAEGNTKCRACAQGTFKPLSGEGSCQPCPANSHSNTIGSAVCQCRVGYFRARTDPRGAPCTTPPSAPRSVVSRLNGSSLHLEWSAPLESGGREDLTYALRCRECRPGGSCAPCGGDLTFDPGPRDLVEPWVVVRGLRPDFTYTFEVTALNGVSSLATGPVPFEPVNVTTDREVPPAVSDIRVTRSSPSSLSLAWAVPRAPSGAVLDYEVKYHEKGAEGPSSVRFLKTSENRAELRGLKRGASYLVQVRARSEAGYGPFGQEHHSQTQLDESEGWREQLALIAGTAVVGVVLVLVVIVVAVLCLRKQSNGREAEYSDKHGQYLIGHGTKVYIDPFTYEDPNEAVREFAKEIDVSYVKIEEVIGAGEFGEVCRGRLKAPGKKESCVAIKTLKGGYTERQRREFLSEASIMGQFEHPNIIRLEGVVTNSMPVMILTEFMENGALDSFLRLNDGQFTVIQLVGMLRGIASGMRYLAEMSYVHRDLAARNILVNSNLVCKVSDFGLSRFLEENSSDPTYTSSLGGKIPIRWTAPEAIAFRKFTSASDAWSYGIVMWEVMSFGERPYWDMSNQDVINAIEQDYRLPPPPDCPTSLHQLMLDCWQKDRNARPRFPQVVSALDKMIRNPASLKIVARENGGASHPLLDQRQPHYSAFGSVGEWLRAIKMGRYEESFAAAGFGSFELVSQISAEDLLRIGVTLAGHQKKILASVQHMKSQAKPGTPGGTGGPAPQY
LYP act: LYP phosphatase activators, primary screen, biochemical, DiFMUP fluorescence, 2 µM; AID 697, 2007; Tyrosine-protein phosphatase non-receptor type 22 (Homo sapiens), Q9Y2R2; hit rate 0.11% among 96,000; activation, % at 2 µM; recombinant LYP; 0 = plate median, 100 = signal doubled;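 active = activation at 2 µM above a set limit, the mean plus 5 SD, cut at about 37% in these data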
CYP2C9 act: human CYP2C9 activators, primary screen, biochemical, luminescence | Cytochrome P450 2C9 (Homo sapiens), P11712 | recombinant CYP2C9, luciferin-H conversion; hits give high values; factor 1 = untreated enzyme, 0 = blocked | activation factor at 5 µM | hit rate 1.4% among 96,000;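 active = activation factor of 2 or more for CYP2C9 at a 5 µM dose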;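 also: 0 = sulfaphenazole-blocked wells and 1 = vehicle-only wells; values of inactives mirror those of a sister screen read the other way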
HIV Rev-RRE inh: HIV-1 Rev-RRE binding inhibitors, primary screen, biochemical, FRET, protein-RNA interaction | P05866 | Rev peptide-RRE RNA binding | inhibition, % at 8 µM | hit rate 0.79% among 97,000 | AID 704, 2007;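 active = inhibition above the screen-wide mean plus 3 SD, cut at about 35% in these data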;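 also: 0% = median DMSO wells and 100% = median Neomycin B control wells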
Target sequence (P05866 whole entry, looked up): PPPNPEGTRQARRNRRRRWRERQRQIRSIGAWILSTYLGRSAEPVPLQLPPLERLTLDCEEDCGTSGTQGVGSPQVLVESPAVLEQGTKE
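Test system: labelled RRE RNA duplex and labelled Rev peptide. Times: 5 min compound–RNA preincubation, then 15 min with peptide, 25 °C. Doses: single-dose 8 µM. Measured by: FRET, excitation 480 nm, emission 540 nm donor and 671 nm acceptor. Measure: % inhibition of FRET ratio versus controls.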
Candida biofilm: clotrimazole potentiators killing Candida biofilms, primary screen, with clotrimazole, Alamar Blue; C. albicans biofilm + clotrimazole; inhibition, % at 6 µM; hit rate 0.14% among 85,000; AID 834, 2007;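 active = inhibition above 20%; inactive = inhibition below 20%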;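 also: preformed 24 hr biofilms exposed to compound for 48 hr; 0% = biofilm without compound and 100% = blank killed by clotrimazole plus chlorhexidine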
Numbers without * were called inactive; . = no result given; [ ] = dose if it differs, or a comment. Outcome played no part in choosing rows, and some 20% of all compounds hit somewhere here.

SMILES	HIV Rev-RRE inh	Candida biofilm	LYP inh 2	Plk1 PBD FP	EphB4 antag	CYP2C9 inh	PLK1 kinase inh	LYP act	CYP2C9 act
CCCc1cc(C(=O)N2CCN(S(=O)(=O)c3ccc(OC)c(OC)c3)CC2)cs1	5	5	3	13	4	-45	-9	-4	1.5
COCCCN1C(=O)C(=O)/C(=C(/O)c2ccccc2)C1c1ccc2c(c1)OCO2 (stereo not drawn)	-4	7	9	2	-6	27	-5	-10	0.7
CSc1nnc2c(n1)[nH]c1c(C)cccc12	10	5	-2	-15	-4	8	4	0	0.9
CCOC(=O)CCCNC(=O)CCNC(=O)c1ccc(OC(C)C)cc1	0	3	3	32	-3	8	6	-4	0.9
CC(C)CC(=O)N1CCN(Cc2cccc(F)c2)CC1	0	2	-8	2	-3	-4	-18	6	1
Cn1nnc(NC(=O)c2ccccc2F)n1	9	4	0	-12	-2	-8	-6	-1	1.1
O=S(=O)(NCC1CCCO1)c1ccc(Oc2ccccc2)cc1 (stereo not drawn)	7	3	-15	5	-1	83*	-5	14	0.2
CCOc1ccc(C2Nc3cccc4cccc(c34)N2)cc1OC	-1	0	-3	6	-3	.	6	4	.
COC(=O)c1ccc(N2CCN(C)CC2)c(NC(=O)c2cc3ccccc3o2)c1	6	5	-8	-2	7	38	-8	6	0.6
COc1cccc(/C=N/NC(=O)CCc2c(C)n[nH]c2C)c1	4	0	3	-6	5	11	-11	-2	0.9
Cc1noc(C)c1COC(=O)c1cc(F)c(F)cc1Cl	2	8	-4	14	-1	55*	-11	4	0.4
C/C(=C\C(=O)C(F)(F)F)Nc1cc(C)cc(C)c1	7	.	1	2	-4	-6	-18	2	1.1
Cc1cc(=O)oc2cc(OCC(=O)NCc3ccco3)ccc12	2	2	-9	5	-5	.	-12	5	.
Cc1ccc(-c2c3c(nc4sc(C(N)=O)c(N)c24)CCC3)cc1	4	1	2	0	9	39	-8	0	0.6
COc1ccc(N=C2C(=O)Nc3c(C)cccc32)cc1	1	7	-2	14	-6	5	-4	0	0.9
c1ccc(CSc2nnc(-c3cccnc3)o2)cc1	1	1	0	10	-6	.	-7	-1	.
CC1C=CCC2C(=O)N(c3cccc(C(=O)N4CCCCCC4)c3)C(=O)C12 (stereo not drawn)	0	1	4	-12	2	.	-17	-6	.
O=S(=O)(c1ccc2ccccc2c1)N1C=CC(C(F)(F)F)=NCC1	24	4	7	-28	-1	-60	-4	-4	1.6
O=C1c2ccccc2CCC1C(O)c1ccccn1 (stereo not drawn)	3	4	6	2	-5	-5	-1	-6	1.1
O=C(O)c1ccc(CNCc2ccc(Cl)cc2Cl)cc1	8	.	12	-15	0	-13	-14	-13	1.1
COc1cc(/C=N/NC(=O)CCc2ccccc2)ccc1O	2	.	2	13	0	2	-5	0	1
CC(C)CN(CC(C)C)S(=O)(=O)N1CCC(C(=O)NCc2ccccn2)CC1	3	0	-5	-3	1	6	-8	3	0.9
CCC(C)NS(=O)(=O)c1ccc(S(=O)(=O)N(CC(=O)Nc2ccccc2)Cc2ccco2)cc1 (stereo not drawn)	0	3	3	-18	3	42	-3	-2	0.6
CCNS(=O)(=O)c1ccc(NC(=O)c2ccccc2)cc1	6	3	0	24	-2	24	-8	1	0.8
COCCCNS(=O)(=O)c1ccc2c(c1)CCN2C(C)=O	11	0	8	-20	-2	-23	2	-7	1.2
COc1ccc(OC)c(S(=O)(=O)N2CCC(C(=O)Nc3cccc(C)c3)CC2)c1	6	3	-1	8	-1	-32	-3	2	1.3
COc1ccccc1C1CC(c2ccccc2)Nc2ncnn21 (stereo not drawn)	-4	-2	6	3	-1	37	-13	-9	0.6
CCC(=O)Nc1ccc(-c2nnc(-c3ccccc3)o2)cc1	-2	.	-8	-13	-3	-6	-1	8	1.1
Cc1cccc(N2CCN(C(=O)c3cccc(N4C(=O)C5CC=CC(C)C5C4=O)c3)CC2)c1C (stereo not drawn)	-1	2	4	-6	-3	59*	-5	-1	0.4
COc1ccc(-c2c(C#N)c(SCC(=O)Nc3ccccc3)nc3c2CCCC3)cc1	15	6	6	-12	1	.	-17	-4	.
COc1cccc(C2(O)CCN(C(=O)C3CC3)CC2)c1	-1	6	-14	19	-7	-4	-17	11	1
CCCNC(=O)CCC(NS(=O)(=O)c1ccc(C)cc1)C(=O)NCCC (stereo not drawn)	6	6	7	13	4	16	-7	-8	0.8
Cc1nc2ccc(NC(=O)c3ccc(F)c(S(=O)(=O)N4CCOCC4)c3)cc2s1	4	8	-1	-14	-3	27	-7	5	0.7
CC(C)CCN1C(=O)c2ccccc2C1C(=O)NCc1cccnc1 (stereo not drawn)	5	2	1	15	1	19	-3	-2	0.8
Cc1ccc(C(=O)C2CCN(CC(=O)Nc3ccc4c(c3)OCCO4)CC2)cc1	11	11	1	-26	2	62*	-15	-3	0.4
CCN(CC)CC(=O)Nc1c(C)cc(C(C)(C)C)cc1C	12	5	0	7	6	-14	-5	1	1.1
Cc1ccsc1/C=N/NC(=O)c1sccc1C	0	.	-1	9	3	9	-13	5	0.9
COc1ccc(/C(N)=N/OC(=O)Oc2ccccc2)cc1	2	4	6	4	1	22	-9	-4	0.8
CCON1C(=O)CN(C(=O)OC)C1c1ccc(Cl)cc1Cl (stereo not drawn)	4	1	-3	14	11	.	4	-1	.
O=C(CC12CC3CC(CC(C3)C1)C2)NCO	0	5	7	1	4	-10	3	-8	1.1
Cn1c(-c2c(N)n(C3CCCC3)c3nc4ccccc4nc23)nc2ccccc21	58*	1	-1	-3	-4	14	-17	0	0.9
C(=N\N1CCN(C2c3ccccc3-c3ccccc32)CC1)/c1cccnc1	-2	.	-1	-12	-3	91*	-7	6	0.1
O=C(Cn1cnc2c(nnn2-c2ccc(F)cc2)c1=O)N1CCCc2ccccc21	9	10	0	30	8	11	-3	3	0.9
Cc1ccc(-c2cc(C(=O)NCCCn3ccnc3)c3cc(Br)ccc3n2)o1	11	1	8	-1	4	100*	-12	-8	0
CC1(C)C(=O)Nc2ccccc2N1C(=O)COc1ncnc2ccccc12	2	6	-8	5	-5	10	-13	5	0.9
COc1ccc(S(=O)(=O)N2CCC(N3CCN(c4ccccc4)CC3)CC2)cc1	-5	3	0	-14	-4	4	-8	3	1
CCn1cc(C(=O)N2CCCC2)c(=O)c2cc(S(=O)(=O)N(C)C)ccc21	10	11	-6	-4	-5	-13	-5	4	1.1
COc1ccc(-c2noc(CCC(=O)Nc3cccnc3)n2)cc1OC	1	2	5	35	-2	28	-6	-4	0.7
Nc1nnnn1/N=C/c1cccc(O)c1	-1	.	6	-4	-7	-9	1	-2	1.1
CN=C1SC(CC(=O)Nc2sc(C)c(C)c2C(=O)OC)C(=O)N1C (stereo not drawn)	3	6	-4	3	0	58*	5	1	0.4
COc1ccc(-c2nnc(SCc3cc(C)ccc3C)n2N)cc1	7	13	-1	16	1	-16	-6	-2	1.2
CSc1nc2ccccc2n1CC(=O)Nc1c(C)cccc1C	6	9	-9	7	-9	.	-13	9	.
CC1=C(C(=O)N2CCOCC2)C(c2cc(C)cs2)NC(=O)N1 (stereo not drawn)	4	5	3	15	-6	2	-5	-7	1
O=C(CCOc1ccccc1)NCc1ccccc1	3	1	1	4	-5	7	-2	0	0.9
CCOc1ccccc1C(=O)N1CCN(c2cccc(Cl)c2)CC1	8	2	0	1	1	70*	-8	-2	0.3
CC(=O)Nc1ccc(S(=O)(=O)N2CCSC2c2ccc(Cl)cc2)cc1 (stereo not drawn)	14	5	-40	-4	-1	-19	-18	38*	1.2
NC(=O)C1CCN(C(=O)COc2ccc3ccccc3c2)CC1	4	10	1	-12	-3	.	-14	-4	.
CCOc1ccc(NC(=O)CSc2nccn2C)cc1	-3	-3	10	-2	2	.	-1	-10	.
CN(CCc1ccccn1)C(=O)Nc1ccc(F)cc1	2	7	0	10	-4	8	1	-2	0.9
Cc1noc(C)c1COc1cccc(C(=O)OCC(=O)N2CC(=O)Nc3ccccc32)c1	5	6	1	-10	-3	63*	-12	-4	0.4

Complete entries, quoted from the list. Order of values: HIV Rev-RRE inh | Candida biofilm | LYP inh 2 | Plk1 PBD FP | EphB4 antag | CYP2C9 inh | PLK1 kinase inh | LYP act | CYP2C9 act
O=C(CCOc1ccccc1)NCc1ccccc1 as listed: 3 | 1 | 1 | 4 | -5 | 7 | -2 | 0 | 0.9
COc1ccc(-c2nnc(SCc3cc(C)ccc3C)n2N)cc1 as listed: 7 | 13 | -1 | 16 | 1 | -16 | -6 | -2 | 1.2

Remaining list, next part:
SMILES	HIV Rev-RRE inh	Candida biofilm	LYP inh 2	Plk1 PBD FP	EphB4 antag	CYP2C9 inh	PLK1 kinase inh	LYP act	CYP2C9 act
CC(C)Cn1nc(NC(=O)C(C)(C)C)c2cc3ccccc3nc21	8	9	-10	-26	2	52*	20	7	0.5
Cc1cc2c(c(SCC(=O)N(C)c3ccccc3)n1)C(=O)OC2	2	5	-6	-4	2	14	-4	5	0.9
COC(=O)c1ccccc1NC(=O)CN1C(=O)C2CCCN2c2ncc(Cl)cc21 (stereo not drawn)	19	6	-3	-3	2	67*	-20	3	0.3
COCc1cc(C)nc2sc3c(=O)n(-c4cccc5ccccc45)nnc3c12	-5	.	7	21	-12	27	-1	-8	0.7
N#CC1=C(N)Oc2ccc3ccc(O)cc3c2C1c1cccnc1 (stereo not drawn)	5	.	6	-10	1	-5	-5	-2	1.1
O=C(CCn1c(=O)oc2ccccc21)NCc1cccs1	3	5	-14	9	0	.	-14	13	.
O=C(NCc1cccc(C(F)(F)F)c1)C1CCN(c2ncccn2)CC1	3	12	-3	-10	-8	67*	-9	2	0.3
COc1ccc(/C=N\NS(=O)(=O)c2ccc(Br)cc2)cc1COc1ccccc1[N+](=O)[O-]	7	5	-5	-14	0	.	-11	-3	.
COCCn1c(CN2CCC(Cc3ccccc3)CC2)nc2c1c(=O)n(C)c(=O)n2C	3	-2	-5	25	-4	54*	-12	5	0.5
O=C(OCCN1CCCCC1)c1cc2ccccc2o1	-4	10	2	-21	-8	-1	-10	-3	1
CCOc1cc(Br)ccc1S(=O)(=O)N1CC(C)OC(C)C1 (stereo not drawn)	7	-4	13	-15	2	12	-7	-12	0.9
Cc1cc(-c2csc(N)n2)c(C)n1CCC(C)C	17	0	28*	5	6	81*	-1	-29	0.2
CCNc1nc(NCC)n2c(SCC(=O)O)nnc2n1	9	7	1	-31	3	12	-10	-3	0.9
Cc1oc(C)c2c(=O)ccc3c(c12)OC(N)=C(C#N)C3c1ccccc1Cl (stereo not drawn)	97*[fluorescence artefact?]	.	-1	-155	1	53*	-3	-1	0.5
Cc1ccccc1N(C(=O)c1cccs1)c1nc2ccccc2s1	6	.	11	-22	2	88*	-15	-13	0.1

Screens from PubChem BioAssay.
